High-throughput results as filed in PubChem.
D2 agonist: activates the human D2 dopamine receptor. P14416. HEK293 T-REx D2 cells, calcium flux agonist mode. activation, % at 2 µM. 0.53% of 340,000 active;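 active means activation over 3 SD above normal in the single-dose calcium agonist read, cut at about 30% in these data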; further: 0% is about no effect
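Calcium-flux readout, 1 cycle/sec over 180 s following compound pin transfer, in inducible HEK293 Trex D2 cells (force-coupled); dopamine controls included. Positive calcium responses during this window marked compounds as potential agonists.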
D1 antag: blocks dopamine activation of the human D1 receptor | 3.2% of 360,000 active | activity change, negative = inhibition, % at 10 µM | P21728 | HEK293 TREx D1 cells, calcium flux, dopamine EC80; stronger effect = lower value; in the data active means activity change below about -30%; further: on the % scale 0 is the no-effect control and ±100 the full control effect
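Allosteric or orthosteric antagonism assessed as attenuation of the calcium response to EC80 dopamine, added 180 s after compound, in induced HEK293 Trex D1 cells loaded with no-wash calcium dye.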
D1 ag: human D1 receptor agonism; P21728; HEK293 T-REx D1 cells, calcium flux, agonist mode; activation, % at 2 µM; 1% of 360,000 active; AID 504660; further: 0% is about no effect
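Agonism was scored from calcium flux recorded over 180 s (1 read/s) after pintool compound addition, following a 10-cycle baseline. Cells were inducible force-coupled HEK293 TREx D1, plated overnight at 30 C and loaded with no-wash calcium dye.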
RXFP1 antag: RXFP1 (human) relaxin receptor antagonism. HEK293-RXFP1, relaxin-stimulated cAMP HTRF, 30 min; stronger effect = lower value. activity change, negative = inhibition, % at 57.5 µM. 0.59% of 350,000 active. AID 1259400;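 active means activity change of -60% or lower, but not beyond a set lower limit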; further: on the % scale 0 is the no-effect control and ±100 the full control effect
Target sequence (Q9HBX9 whole entry, looked up): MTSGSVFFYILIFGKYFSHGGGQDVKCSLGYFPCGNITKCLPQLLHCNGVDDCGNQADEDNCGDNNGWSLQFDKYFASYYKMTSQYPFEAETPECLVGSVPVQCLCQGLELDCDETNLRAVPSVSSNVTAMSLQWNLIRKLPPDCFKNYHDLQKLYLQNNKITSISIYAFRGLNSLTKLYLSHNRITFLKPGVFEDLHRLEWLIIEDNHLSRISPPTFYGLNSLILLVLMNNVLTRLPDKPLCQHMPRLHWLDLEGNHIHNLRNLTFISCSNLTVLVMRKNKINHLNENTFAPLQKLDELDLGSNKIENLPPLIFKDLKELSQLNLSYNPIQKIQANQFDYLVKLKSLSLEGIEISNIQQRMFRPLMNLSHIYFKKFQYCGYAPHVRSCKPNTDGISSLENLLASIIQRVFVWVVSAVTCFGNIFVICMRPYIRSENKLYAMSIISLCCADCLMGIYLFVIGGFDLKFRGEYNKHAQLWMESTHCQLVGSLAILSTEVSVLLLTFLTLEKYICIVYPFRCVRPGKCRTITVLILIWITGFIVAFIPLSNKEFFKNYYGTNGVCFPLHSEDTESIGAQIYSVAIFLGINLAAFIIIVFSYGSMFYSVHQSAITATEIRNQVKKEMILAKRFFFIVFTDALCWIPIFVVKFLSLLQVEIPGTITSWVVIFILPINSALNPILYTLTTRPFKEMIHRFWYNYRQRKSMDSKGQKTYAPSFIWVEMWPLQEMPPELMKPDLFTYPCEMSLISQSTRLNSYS
TRHR agonist: agonists of human TRH receptor. TRHR cells, calcium flux fluo-8, FDSS agonist mode. activation, % at 2 µM. 0.18% of 360,000 active; further: 0% is about no effect
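TRHR-expressing cells loaded with fluo-8 calcium dye; 23 nL library compound pin-transferred, kinetic FDSS fluorescence (Ex 480/Em 530) recorded about 180 s for agonist-induced calcium release, before a 10 nM TRH EC20 addition for potentiator mode.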
TRHR enhancer: allosteric enhancers of human TRH receptor | P34981 | TRHR cells, fluo-8 calcium fluorescence, EC20 TRH enhancement | enhancement, % at 2 µM | 0.66% of 360,000 active | AID 493056; in the data active means enhancement above about 30%; further: 0% is about no effect
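TRHR-expressing cells loaded with fluo-8 calcium dye were read kinetically (ex 480/em 530) during compound addition, then stimulated with an EC20 of TRH (10 nM final). Enhancement of the Gq-mediated intracellular calcium response was scored.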
D2 antagonist: antagonists of human D2 dopamine receptor; P14416; HEK293 TREx D2 cells, calcium flux, dopamine EC80; inhibition, % at 10 µM; 2% of 340,000 active; AID 485344; in the data active means inhibition above about 30%; further: 0% is about no effect
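Overnight-induced (tetracycline, 30 C) HEK293 T-REx cells carrying force-coupled D2 receive a no-wash calcium dye, then compound, then EC80 dopamine at 180 s; signals are read kinetically throughout.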
D2 PAM: D2 dopamine receptor (human) potentiation; P14416; HEK293 T-REx D2, calcium flux, EC20 dopamine potentiation; potentiation, % at 10 µM; 0.34% of 340,000 active; AID 485347;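 active means potentiation over 3 SD above the plate norm, cut at about 30% in these data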; further: 0% is about no effect
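Calcium flux readout, no-wash dye, 1 read/s. Inducible HEK293 Trex D2 line, overnight 30 C. Compound alone 180 s (agonist flags), then EC20 dopamine, another 180 s to score potentiation.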
D1 potentiator: enhances dopamine response at the human D1 receptor. potentiation, % at 10 µM. AID 504651. HEK293 TREx D1 cells, calcium flux, dopamine EC20 potentiation. 0.036% of 360,000 active. P21728; in the data active means potentiation above about 30%; further: 0% is about no effect
* = called active by the depositor; . = not tested or not shown. Unless noted, no stated cut-off is given here; in the data, active means activation above about 30%; inactive means the rest.

SMILES | D2 agonist | D1 antag | D1 ag | RXFP1 antag | TRHR agonist | TRHR enhancer | D2 antagonist | D2 PAM | D1 potentiator
O=C(OCC(=O)N(Cc1ccccc1)Cc1ccccc1)c1ccccc1O | 0.5 | -14 | 8 | -4 | 1.8 | -6 | -6 | -8 | -2
CCN1CCN(c2ccc(S(=O)(=O)N3CCOCC3)cc2NC(=O)c2ccc(Cl)cc2Cl)CC1 | 0.5 | -4 | 8 | -7 | 0.2 | -4 | -6 | 2 | -2
COc1cc2c(cc1NC(=O)CSc1nnc(COc3ccc(Cl)cc3)n1C)oc1ccccc12 | 0.3 | 3 | 2 | 12 | -0.3 | -8 | -12 | -2 | -5
CCN(CC(=O)Nc1ccc(NC(C)=O)cc1)C(=O)/C=C/c1ccc(S(=O)(=O)N2CCCCCC2)cc1 | 1.0 | -13 | 0 | -3 | 0.7 | 0 | -10 | 7 | -2
CC(=O)c1cc2c(cc1NC(=O)c1ccc(C)cc1)OCCO2 | 0.1 | -14 | 5 | . | 0.8 | -2 | 15 | 6 | 0
Cc1ccc2nc(C)c3c(c2c1)SCC3 | -0.4 | -2 | 2 | -8 | -1.0 | -2 | -1 | 7 | -5
CCOC(=O)C1CCCN(C(=O)c2sc3nc4n(c(=O)c3c2C)CCC4)C1 (stereo unspecified) | 0.2 | -12 | 2 | -11 | 1.1 | 3 | -20 | 7 | -4
Cc1ccc(NC(=O)COc2ccc(Br)cc2CO)cc1 | 0.8 | -10 | -1 | 7 | -0.4 | -7 | -17 | -13 | -3
COc1ccccc1CNC(=O)c1cc2sccc2n1Cc1ccc(F)cc1 | -0.9 | -9 | 19 | . | -1.3 | 6 | . | 0 | -3
COc1ccc(/C=C(/NC(=O)c2ccc(C)cc2)C(=O)N2CCCC2)cc1OC | 0.4 | -3 | 2 | -6 | 0.1 | 13 | -2 | 7 | 1
Cc1ccc2nc(-c3cccnc3)cc(C(=O)Nc3ccccc3[N+](=O)[O-])c2c1 | -0.9 | -25 | -1 | -21 | -0.3 | -3 | -2 | 17 | 0
COc1cccc(OC)c1C(=O)Nc1cccc(-n2cnnn2)c1 | -0.1 | -35* | 2 | 7 | -0.1 | 0 | 1 | 6 | 0
Cc1cc(C)cc(C(=O)N(CCc2ccccc2)C2=CC3CCC(C2)N3C)c1 (stereo unspecified) | -0.5 | 10 | 4 | -13 | 1.6 | -8 | 12 | -19 | -8
COc1ccccc1NC(=O)c1cc(S(=O)(=O)NCCc2ccccc2)ccc1F | 0.1 | -14 | 15 | -39 | 0.8 | -5 | . | -5 | -2
COc1ccc(-c2ccc(C3C(C#N)=C(N)Oc4n[nH]c(C)c43)o2)cc1 (stereo unspecified) | . | -33* | 32* | 19 | 9.0 | -4 | . | . | -7
Cc1ccc(Cl)cc1NC(=O)NCc1cccn1Cc1ccc(F)cc1 | -1.2 | 2 | 0 | -6 | -2.4 | 1 | . | 23 | -3
CCOc1ccccc1N(CC(=O)NC1CCCCC1)C(=O)c1nsc(Cl)c1Cl | . | -7 | 1 | -3 | -0.9 | -4 | . | 4 | -2
O=C(COc1ccc(C(=O)Nc2ccc(Cl)cc2)cc1)NCc1ccccc1 | 0.5 | -6 | 6 | -9 | -0.6 | 18 | 1 | 5 | 1
CCC(NC(=O)c1cc(COc2ccc(F)cc2Cl)on1)c1ccncc1 (stereo unspecified) | 3.4 | 4 | 22 | 8 | 3.0 | 2 | -36 | -40 | -6
CCn1c(=O)c([N+](=O)[O-])c(NCCN(C)C)c2ccccc21 | -0.2 | -13 | -1 | -2 | 0.5 | -3 | 59* | -21 | -8
COc1ccc(S(=O)(=O)N2CCC(C(=O)Nc3cccc(C(C)=O)c3)CC2)cc1 | 0.1 | -7 | 1 | 4 | -0.7 | -3 | -5 | -12 | -3
COc1ccc(S(=O)(=O)Cc2ccc(C(=O)NCc3ccc(C)cc3)o2)cc1 | 0.8 | 0 | 4 | 8 | 0.4 | -1 | 2 | 1 | -5
COc1ccc(CCNc2ccncn2)cc1OC | 0.7 | -12 | 9 | -19 | 0.3 | -5 | 12 | 4 | -7
COc1ccc(OCC(=O)Nc2ccc3c(c2)nc(CCn2ccccc2=O)n3C)cc1 | -0.4 | -25 | 3 | -7 | 0.0 | -7 | 0 | -1 | -7
CCOC(=O)[C@H]1[C@H]2COc3ccc(Br)cc3[C@@H]2N2C(=O)CN(Cc3ccc(C)cc3)C(=O)[C@@]12C | 0.5 | . | 2 | . | 0.2 | -2 | -6 | 10 | -3
Later entries.
SMILES | D2 agonist | D1 antag | D1 ag | RXFP1 antag | TRHR agonist | TRHR enhancer | D2 antagonist | D2 PAM | D1 potentiator
COCCn1c(SCC(=O)c2c[nH]c3ccccc23)nnc1-c1ccncc1 | -1.0 | -3 | 3 | -2 | 0.3 | -2 | -5 | -1 | -5
Cc1ccc(S(=O)(=O)N2CCN(Cc3ccsc3)CC2)cc1 | -0.2 | 3 | 1 | -5 | 0.0 | -2 | -8 | -3 | -1
CCOc1ccccc1NC(=O)C1=C(C)Nc2ncnn2C1c1sccc1C (stereo unspecified) | . | -10 | -1 | . | -1.1 | -2 | . | 4 | -1
CC(=O)c1nc2ccccc2n1Cc1ccccc1 | -1.7 | 5 | 3 | 3 | -0.4 | -11 | 3 | 5 | -1
COc1cc(NC(=O)c2ccccc2)c(OC)cc1NC(=O)Cc1ccc(F)cc1 | -0.2 | -2 | 4 | 6 | -0.9 | 6 | -19 | 10 | -8
Cc1ccc(NC(=O)CCS(=O)(=O)c2cccc3nonc23)c(Br)c1 | 0.0 | -5 | 0 | -10 | -1.2 | 2 | -23 | 1 | -6
COc1ccc(CCn2nnnc2C(CC(C)C)N2CCN(c3ncccn3)CC2)cc1OC (stereo unspecified) | 0.1 | 12 | 1 | -7 | 0.3 | 0 | 14 | 0 | -3
Cc1ccc(NC(=O)CC(C)S(=O)(=O)c2ccc3c(c2)NC(=O)CO3)c(C)c1 (stereo unspecified) | -1.5 | 2 | 0 | 9 | -0.2 | 4 | . | -5 | -2
O=C(N/N=C/c1ccccn1)c1cc(-c2cccc3ccccc23)n[nH]1 | 2.3 | -2 | 0 | -7 | -0.6 | -2 | -6 | 1 | -5
Cc1nc2sc(C(c3ccccc3)N3CCOCC3)c(O)n2n1 (stereo unspecified) | -0.3 | 5 | 2 | -11 | 0.3 | -1 | -3 | -5 | -2
Cc1ccc(S(=O)(=O)Nc2ccncc2)c(C)c1 | -0.1 | -3 | 4 | -1 | 0.4 | -1 | -5 | 2 | -1
Cc1cc([N+](=O)[O-])cc(C)c1OCC(=O)N/N=C/c1ccc(OC(=O)c2ccccc2)cc1 | 1.8 | -4 | 5 | -8 | 0.3 | -3 | 0 | -6 | 4
Cc1ccc(S(=O)(=O)CC(=O)N2CCN(c3ccccc3F)CC2)cc1 | 4.2 | -21 | 4 | -9 | 0.3 | 6 | 14 | -9 | -7
CS(=O)(=O)Nc1cccc(C2=NN(C(=O)c3ccco3)C(c3ccco3)C2)c1 (stereo unspecified) | -0.1 | 1 | 2 | -17 | -0.6 | 18 | 4 | 1 | -3
CCc1ccc(CN2CCC(n3nccc3NC(=O)c3ccccc3Cl)CC2)cc1 | -0.4 | 4 | 17 | -13 | -0.3 | 1 | -7 | -10 | -1
COC(=O)CCC(=O)Nc1cccc(C(=O)Nc2cccc(Cl)c2)c1 | 0.4 | 7 | 31* | 2 | 0.0 | 4 | -1 | 13 | -2
O=[N+]([O-])c1nn(-c2ccc3c(c2)OCCO3)n(O)c1=NC1CCCCCC1 | 0.1 | 39 | 0 | 6 | 0.1 | -3 | -13 | 5 | 8
Cc1csc(SCC(=O)Nc2sc3c(c2C#N)CCC3)n1 | -0.4 | -31* | 1 | 2 | -0.3 | -8 | -2 | -5 | -4
COc1cc(OC)cc(C(=O)OCc2ccc([N+](=O)[O-])cc2)c1 | -0.8 | -4 | 6 | 0 | 0.9 | 7 | -5 | -7 | -2
COc1cc(C)cc(C(=O)O)c1C1=C(O)c2cccc(O)c2C(=O)C1=O | -0.6 | -14 | 2 | . | -0.3 | -4 | -38 | -9 | 1
C=CC(=O)NC(C)(C)Cc1ccccc1 | -0.7 | 15 | 1 | 7 | 0.4 | 11 | -16 | 0 | -4
COc1ccc(OC)c(S(=O)(=O)Nc2ccc3c(c2)C(=O)OC3)c1 | 0.3 | -2 | 2 | -10 | -0.1 | -5 | 6 | -2 | -2
COc1cccc(OCC(=O)N(C)Cc2nc(-c3cccc(C)c3)no2)c1 | 1.1 | 9 | 2 | 0 | -0.6 | -1 | 19 | . | -3
CC(C)[C@H](NC(=O)c1ccccc1)C(=O)O | 0.2 | 0 | 1 | -7 | 0.0 | 0 | 8 | 3 | 4
COc1ccc(CCNC(=O)C2CCC(CNS(=O)(=O)c3ccc(C)cc3)CC2)cc1OC (stereo unspecified) | 1.9 | -24 | 1 | -5 | -0.5 | 2 | . | 4 | -5

Sorted by the number under D2 antagonist (falling): some entries from above.
SMILES	D2 antagonist
Cc1csc(SCC(=O)Nc2sc3c(c2C#N)CCC3)n1	-2
Cc1ccc(S(=O)(=O)Nc2ccncc2)c(C)c1	-5
COc1cc(NC(=O)c2ccccc2)c(OC)cc1NC(=O)Cc1ccc(F)cc1	-19

The listing picks up; the 4 compounds before the break are reprinted first.
SMILES | D2 agonist | D1 antag | D1 ag | RXFP1 antag | TRHR agonist | TRHR enhancer | D2 antagonist | D2 PAM | D1 potentiator
COc1ccc(OC)c(S(=O)(=O)Nc2ccc3c(c2)C(=O)OC3)c1 | 0.3 | -2 | 2 | -10 | -0.1 | -5 | 6 | -2 | -2
COc1cccc(OCC(=O)N(C)Cc2nc(-c3cccc(C)c3)no2)c1 | 1.1 | 9 | 2 | 0 | -0.6 | -1 | 19 | . | -3
CC(C)[C@H](NC(=O)c1ccccc1)C(=O)O | 0.2 | 0 | 1 | -7 | 0.0 | 0 | 8 | 3 | 4
COc1ccc(CCNC(=O)C2CCC(CNS(=O)(=O)c3ccc(C)cc3)CC2)cc1OC (stereo unspecified) | 1.9 | -24 | 1 | -5 | -0.5 | 2 | . | 4 | -5
COc1cc(C(Nc2ccc(S(=O)(=O)NCC3CCCO3)cc2)C(=O)NC(C)(C)C)cc(OC)c1OC (stereo unspecified) | -0.1 | -7 | 2 | -33 | 0.3 | -1 | 6 | 10 | -2
COC(=O)c1[nH]c2ccccc2c1NC(=O)CN1CCN(C(=O)c2ccco2)CC1 | 58* | 1 | 1 | -4 | 0.7 | 2 | 21 | -19 | -4
COC(=O)CSc1nc2c(c(=O)n(C)c(=O)n2C)n1CCCc1ccccc1 | -1.5 | 1 | 2 | -10 | -0.6 | -5 | -14 | 0 | 4
COCCNC(=O)CSc1nc2ccccc2c(=O)n1CCC(=O)N1CCN(c2ccccc2)CC1 | . | -4 | -1 | 9 | -0.3 | -2 | . | . | 0
O=C(Cn1c2c(c(-c3ccccc3)cc1=O)CCCC2)N1CCCCCC1 | -0.3 | 3 | 7 | -9 | -0.2 | 24 | -7 | 5 | -3
O=C(NNc1cc(Cl)ccc1Cl)C1CCC1 | 0.0 | -12 | 1 | -4 | -0.6 | -6 | 20 | -4 | -1
CCCc1nc2c([nH]1)c(=O)n(C)c(=O)n2C | 0.2 | -10 | 2 | 3 | 0.6 | 6 | -15 | -7 | -2
